# NSD2 inh: inhibitors of human NSD2, primary screen, biochemical, plate reader, single point | Histone-lysine N-methyltransferase NSD2 (Homo sapiens), O96028 | inhibition, % at 12.5 µM | NSD2-SET H3K36me1 DELFIA fluorescence | AID 624260, 2012 | actives 0.07% (n = 44,000); in the data active means inhibition above about 54%, passing the limit was not always enough;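 further: inhibitors reduce the monomethyl H3K36 fluorescence signal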
# Target sequence (O96028 whole entry, looked up): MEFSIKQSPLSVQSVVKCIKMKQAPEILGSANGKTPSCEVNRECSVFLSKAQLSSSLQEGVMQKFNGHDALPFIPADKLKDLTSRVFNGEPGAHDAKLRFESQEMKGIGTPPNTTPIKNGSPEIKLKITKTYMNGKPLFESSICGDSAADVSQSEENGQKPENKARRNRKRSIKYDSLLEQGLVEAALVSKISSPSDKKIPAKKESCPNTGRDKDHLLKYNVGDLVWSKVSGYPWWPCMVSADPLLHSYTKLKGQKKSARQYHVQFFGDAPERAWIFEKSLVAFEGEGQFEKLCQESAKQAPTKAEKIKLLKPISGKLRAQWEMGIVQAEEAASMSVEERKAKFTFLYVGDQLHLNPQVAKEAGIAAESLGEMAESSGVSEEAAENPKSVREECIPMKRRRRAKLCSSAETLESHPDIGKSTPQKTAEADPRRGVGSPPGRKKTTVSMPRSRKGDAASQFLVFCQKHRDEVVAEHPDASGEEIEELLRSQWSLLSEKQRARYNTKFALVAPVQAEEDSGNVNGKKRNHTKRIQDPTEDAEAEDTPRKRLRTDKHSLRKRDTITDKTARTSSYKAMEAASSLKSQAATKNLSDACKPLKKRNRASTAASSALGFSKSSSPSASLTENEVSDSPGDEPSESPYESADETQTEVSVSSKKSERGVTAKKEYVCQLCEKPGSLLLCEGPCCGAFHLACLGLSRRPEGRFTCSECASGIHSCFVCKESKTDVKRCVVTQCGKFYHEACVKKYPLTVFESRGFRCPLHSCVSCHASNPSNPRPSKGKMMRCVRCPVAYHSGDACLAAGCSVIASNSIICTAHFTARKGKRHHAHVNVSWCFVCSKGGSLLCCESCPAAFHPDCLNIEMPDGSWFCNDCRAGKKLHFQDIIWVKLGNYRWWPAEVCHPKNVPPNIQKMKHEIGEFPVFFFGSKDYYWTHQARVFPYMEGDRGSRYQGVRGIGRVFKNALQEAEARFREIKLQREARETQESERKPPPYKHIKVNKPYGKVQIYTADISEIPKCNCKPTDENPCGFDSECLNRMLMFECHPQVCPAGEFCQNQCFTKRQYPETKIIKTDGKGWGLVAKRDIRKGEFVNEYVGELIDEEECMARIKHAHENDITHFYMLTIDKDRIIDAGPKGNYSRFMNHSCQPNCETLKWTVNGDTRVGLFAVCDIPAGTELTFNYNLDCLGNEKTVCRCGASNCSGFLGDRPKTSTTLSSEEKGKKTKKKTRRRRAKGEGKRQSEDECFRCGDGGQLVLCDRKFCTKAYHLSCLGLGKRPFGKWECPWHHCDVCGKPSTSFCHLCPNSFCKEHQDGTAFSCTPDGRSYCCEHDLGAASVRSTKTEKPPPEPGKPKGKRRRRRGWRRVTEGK
# The depositor's hits bear a star. This is a subset, so the mix of outcomes need not match the whole.
SMILES,NSD2 inh
C[C@@H]1CN([C@H](C)CO)C(=O)c2cccc(NC(=O)Nc3cccc4ccccc34)c2O[C@H]1CN(C)C(=O)Nc1ccc2c(c1)OCO2,-6
Cc1noc(C)c1NC(=O)Nc1ccc2c(c1)CC(=O)N([C@H](C)CO)C[C@@H](C)[C@H](CN(C)S(=O)(=O)c1cccs1)O2,-2
C[C@@H]1CCCCO[C@H](CN(C)S(=O)(=O)c2cccs2)[C@H](C)CN([C@@H](C)CO)C(=O)c2cc(NS(=O)(=O)c3ccc(Cl)cc3)ccc2O1,-3
COc1ccc(O)c(/C=N/NC(=O)c2ccccn2)c1,4
CCC(=O)N[C@H]1C=C[C@@H](CC(=O)NCc2ccccc2OC)O[C@H]1CO,1
C[C@H](CO)N1C[C@H](C)[C@H](CN(C)C(=O)Nc2ccc3c(c2)OCO3)Oc2cc(C#Cc3ccccc3)ccc2S1(=O)=O,-1
O=C(C[C@H]1CC[C@@H](NS(=O)(=O)c2ccc(F)cc2)[C@@H](CO)O1)NCc1ccc(Cl)c(Cl)c1,6
COc1ccc(S(=O)(=O)Nc2ccc3c(c2)C(=O)N([C@@H](C)CO)C[C@@H](C)[C@@H](CN(C)S(=O)(=O)c2ccccc2)O3)cc1,3
C[C@@H]1CCCCO[C@H](CN(C)S(=O)(=O)c2ccc(F)cc2)[C@H](C)CN([C@@H](C)CO)C(=O)c2cc(NC(=O)CCCN(C)C)ccc2O1,9
Cc1ccc(S(=O)(=O)Nc2ccc3c(c2)C(=O)N([C@H](C)CO)C[C@H](C)[C@@H](CN(C)S(C)(=O)=O)OCCCC[C@H](C)O3)cc1,3
C[C@H]1CCCCO[C@H](CN(C)S(=O)(=O)c2ccc(F)cc2)[C@@H](C)CN([C@@H](C)CO)C(=O)c2cc(N(C)C)ccc2O1,5
C[C@@H]1CCCCO[C@H](CN(C)Cc2ccc(C(F)(F)F)cc2)[C@@H](C)CN([C@@H](C)CO)C(=O)c2cc(NC(=O)C3CCCCC3)ccc2O1,1
C[C@@H]1CN([C@H](C)CO)S(=O)(=O)c2ccc(C#Cc3ccccn3)cc2O[C@@H]1CN(C)C,-6
C[C@@H]1CN([C@@H](C)CO)S(=O)(=O)c2ccc(C#CC3(O)CCCC3)cc2O[C@H]1CN(C)C(=O)Nc1ccccc1,-8
C[C@H](CO)N1C[C@H](C)[C@@H](CN(C)S(=O)(=O)c2cccs2)Oc2ccc(NC(=O)CCCCCC(=O)Nc3ccccc3N)cc2CC1=O,-1
C=C1CC[C@H]2[C@@](C)(CCC[C@@]2(C)C(=O)O)[C@@H]1CCC(C)CCO (some centres not stated),-11
COc1cccc(C#Cc2cnc3c(c2)C(=O)N([C@@H](C)CO)C[C@@H](C)[C@H](CN(C)C(C)=O)O3)c1,-3
CC(=O)N(C)C[C@H]1Oc2cc(C#CCC(C)C)ccc2S(=O)(=O)N([C@@H](C)CO)C[C@@H]1C,-9
C[C@@H]1CN([C@H](C)CO)C(=O)c2cc(NC(=O)c3ccncc3)ccc2O[C@H]1CN(C)C,10
CNC[C@@H]1Oc2cc(C#CCC(C)C)ccc2S(=O)(=O)N([C@@H](C)CO)C[C@H]1C,-5

# Of the compounds above, 2 have a Cl atom.
SMILES,NSD2 inh
C[C@@H]1CCCCO[C@H](CN(C)S(=O)(=O)c2cccs2)[C@H](C)CN([C@@H](C)CO)C(=O)c2cc(NS(=O)(=O)c3ccc(Cl)cc3)ccc2O1,-3
O=C(C[C@H]1CC[C@@H](NS(=O)(=O)c2ccc(F)cc2)[C@@H](CO)O1)NCc1ccc(Cl)c(Cl)c1,6

# New compounds follow:
SMILES,NSD2 inh
Cc1ccc(S(=O)(=O)N(C)C[C@H]2OCCCC[C@@H](C)Oc3ccc(NC(=O)Cc4ccccc4)cc3C(=O)N([C@H](C)CO)C[C@@H]2C)cc1,-2
C[C@@H]1CCCCO[C@H](CN(C)C(=O)Nc2ccccc2)[C@H](C)CN([C@@H](C)CO)C(=O)c2cc(NC(=O)c3ccccc3)ccc2O1,3
CCCC#Cc1cnc2c(c1)C(=O)N([C@@H](C)CO)C[C@@H](C)[C@H](CN(C)C(=O)c1cnccn1)O2,4
C[C@@H]1CN([C@@H](C)CO)C(=O)c2cc(-c3ccc(C#N)cc3)cnc2O[C@H]1CN(C)C(=O)c1ccccc1,-190
C[C@@H]1CN([C@H](C)CO)S(=O)(=O)c2ccc(Br)cc2O[C@H]1CN(C)Cc1cccnc1,7
C[C@H]1CN([C@@H](C)CO)C(=O)CCCn2nncc2CO[C@@H]1CN(C)S(=O)(=O)c1ccc(-n2cccn2)cc1,2
COc1ccc(NC(=O)N(C)C[C@@H]2Oc3ccc(NC(=O)CCCN(C)C)cc3CC(=O)N([C@H](C)CO)C[C@H]2C)cc1,4
C[C@@H]1CN([C@H](C)CO)C(=O)c2cc(NC(=O)Nc3ccccc3)ccc2O[C@@H](C)CCCCO[C@H]1CN(C)Cc1ccncc1,-1
CNC[C@@H]1OCc2cn(nn2)CCCC(=O)N([C@@H](C)CO)C[C@@H]1C,0
C[C@@H]1CN([C@H](C)CO)C(=O)c2ccccc2-c2ccccc2CO[C@@H]1CN(C)S(=O)(=O)c1ccccc1F,0
Cc1noc(C)c1NC(=O)N(C)C[C@@H]1Oc2ccc(NC(=O)C3CCCCC3)cc2C(=O)N([C@H](C)CO)C[C@@H]1C,-3
COc1ccc(S(=O)(=O)N(C)C[C@@H]2Oc3ccc(NS(=O)(=O)c4cn(C)cn4)cc3C(=O)N([C@H](C)CO)C[C@H]2C)cc1,-1
C[C@H](CO)N1C[C@H](C)[C@@H](CN(C)Cc2ccc3c(c2)OCO3)Oc2ccc(NC(=O)c3ccncc3)cc2CC1=O,0
C[C@@H]1CCCCO[C@H](CN(C)Cc2ccncc2)[C@H](C)CN([C@H](C)CO)C(=O)c2cc(NS(=O)(=O)c3cn(C)cn3)ccc2O1,3
C[C@@H]1CCCCO[C@@H](CN(C)C(=O)NC2CCCCC2)[C@H](C)CN([C@@H](C)CO)C(=O)c2cc(NC(=O)Nc3cccc4ccccc34)ccc2O1,-1
C[C@@H]1CN([C@@H](C)CO)C(=O)c2cccc(NC(=O)CCCCCC(=O)Nc3ccccc3N)c2O[C@H]1CN(C)S(=O)(=O)c1ccc(Cl)cc1,3
Cc1ccc(-c2ccc3c(c2)O[C@H](CN(C)Cc2ccncc2)[C@@H](C)CN([C@@H](C)CO)S3(=O)=O)cc1,11
C[C@@H]1CN([C@@H](C)CO)C(=O)c2cc(NS(C)(=O)=O)ccc2O[C@H]1CN(C)S(=O)(=O)c1ccc(Cl)cc1,-2
C[C@@H]1CCCCO[C@@H](CN(C)C(=O)CCCN(C)C)[C@@H](C)CN([C@H](C)CO)C(=O)c2cc(NC(=O)Cc3ccccc3)ccc2O1,11
O=C(NO)c1ccc(C(=O)N/N=C/c2cccc(O)c2O)cc1,3
C[C@H](CO)N1C[C@H](C)[C@H](CN(C)C(=O)Nc2ccc(F)cc2)Oc2ccc(NC(=O)C3CC3)cc2C1=O,2
CC1CC(OC(=O)c2ccccc2O)CC(C)(C)C1 (configuration not stated),6
CNC[C@H]1OCCCC[C@@H](C)Oc2ccc(NC(=O)c3ccncc3)cc2C(=O)N([C@H](C)CO)C[C@H]1C,6
C[C@@H]1CN([C@H](C)CO)C(=O)Cc2cc(NC(=O)Nc3cccc4ccccc34)ccc2O[C@@H]1CN(C)Cc1ccccc1,-5
O=C(Nc1ccccc1)c1ccc(CNc2nccc(-c3cccnc3)n2)cc1,3
CNC[C@H]1Oc2ccc(NC(=O)Nc3ccc(C(F)(F)F)cc3)cc2C(=O)N([C@@H](C)CO)C[C@@H]1C,3
COC(=O)[C@@]1(Cc2ccccc2CN=[N+]=[N-])COC(c2ccc(OCCCO)cc2)=N1,-6
C[C@H](CO)N1C[C@H](C)[C@H](CN(C)C(=O)CCCN(C)C)OCCCC[C@H](C)Oc2ccc(NC(=O)Nc3ccccc3)cc2C1=O,7
C[C@@H]1CN([C@@H](C)CO)C(=O)c2cc(NC(=O)Cc3cn(C)c4ccccc34)ccc2O[C@@H]1CN(C)Cc1ccc(C(=O)Nc2ccccc2N)cc1,-6
COc1ccc(CN(C)C[C@@H]2Oc3ccc(NS(=O)(=O)c4ccc(C)cc4)cc3CC(=O)N([C@@H](C)CO)C[C@H]2C)cc1,-4
C[C@@H]1CN([C@@H](C)CO)C(=O)c2cc(C#CCC3CCCC3)cnc2O[C@@H]1CN(C)C(=O)CN(C)C,6
C[C@@H]1CN([C@H](C)CO)C(=O)c2cccc(NC(=O)Nc3ccc(F)cc3)c2O[C@@H]1CN(C)Cc1ccc2c(c1)OCO2,0
COc1cc2oc(-c3ccccc3)cc(=O)c2c(O)c1OC,17
CCCN(C)C[C@H]1OCCCC[C@H](C)Oc2ccc(NC(=O)Nc3ccc(F)cc3)cc2C(=O)N([C@@H](C)CO)C[C@H]1C,2
C[C@H]1CN([C@@H](C)CO)C(=O)c2cccc(NS(=O)(=O)c3ccccc3)c2O[C@@H]1CN(C)C(=O)Nc1ccc(C(F)(F)F)cc1,-2
C/C=C/c1cnc2c(c1)C(=O)N([C@H](C)CO)C[C@@H](C)[C@@H](CN(C)Cc1cccc(C(=O)O)c1)O2,-1
C[C@@H]1CCCCO[C@H](CN(C)C(=O)NC2CCCCC2)[C@H](C)CN([C@H](C)CO)C(=O)c2cc(NS(C)(=O)=O)ccc2O1,3
C[C@H](CO)N1C[C@H](C)[C@H](CN(C)S(=O)(=O)c2cccs2)Oc2ccc(NC(=O)NC3CCCCC3)cc2CC1=O,-12
COc1ccc(S(=O)(=O)N(C)C[C@@H]2Oc3ccc(NC(=O)C4CC4)cc3CC(=O)N([C@@H](C)CO)C[C@@H]2C)cc1,0
C[C@H](CO)N1C[C@H](C)[C@@H](CN(C)C(=O)Cc2ccccc2)OCCCC[C@H](C)Oc2ccc(N(C)C)cc2C1=O,1
C[C@@H]1CN([C@H](C)CO)S(=O)(=O)c2ccc(C3=CCCCC3)cc2O[C@@H]1CN(C)C(=O)CC1CC1,0
C[C@H]1CN([C@@H](C)CO)S(=O)(=O)c2ccc(-c3ccc(C(=O)N(C)C)cc3)cc2O[C@@H]1CN(C)C,2
C[C@@H]1CN([C@@H](C)CO)C(=O)Cc2cc(NC(=O)Cn3cnnn3)ccc2O[C@@H]1CN(C)CC1CCCCC1,0
C[C@@H]1CN([C@H](C)CO)C(=O)c2cccc(NS(C)(=O)=O)c2O[C@H]1CN(C)CC1CC1,8
COc1ccc(S(=O)(=O)N(C)C[C@@H]2Oc3ccc(NC(=O)CCC(F)(F)F)cc3C(=O)N([C@H](C)CO)C[C@@H]2C)cc1,0
CC(C)NC(=O)N(C)C[C@H]1Oc2c(NC(=O)CCCCCC(=O)Nc3ccccc3N)cccc2C(=O)N([C@@H](C)CO)C[C@@H]1C,-2
CC(C)CC#Cc1cnc2c(c1)C(=O)N([C@H](C)CO)C[C@@H](C)[C@H](CN(C)CC1CCOCC1)O2,-3
C[C@H]1CN([C@@H](C)CO)C(=O)c2cc(NC(=O)CCCN(C)C)ccc2O[C@@H]1CN(C)Cc1ccc(Cl)c(Cl)c1,4
Cc1ccc(S(=O)(=O)N(C)C[C@@H]2Oc3ncc(Br)cc3C(=O)N([C@@H](C)CO)C[C@@H]2C)cc1,3
O=C(C[C@H]1C[C@@H]2c3cc(NC(=O)Nc4ccccc4F)ccc3O[C@@H]2[C@@H](CO)O1)NCc1ccncc1,-8
C[C@@H]1CN([C@@H](C)CO)S(=O)(=O)c2ccc(-c3cccc(C(=O)N(C)C)c3)cc2O[C@@H]1CN(C)C(=O)Cc1ccccn1,4
C[C@@H]1CN([C@H](C)CO)C(=O)c2cc(NC(=O)Nc3ccc(F)cc3)ccc2O[C@@H](C)CCCCO[C@H]1CN(C)Cc1ccc(C(=O)O)cc1,1
COc1cccc(NC(=O)N[C@H]2CC[C@H](CC(=O)Nc3ccc(-c4ccccc4)cc3)O[C@@H]2CO)c1,12
C[C@@H]1CCCCO[C@H](CN(C)C(=O)CCC(F)(F)F)[C@H](C)CN([C@@H](C)CO)C(=O)c2cc(NS(=O)(=O)c3cn(C)cn3)ccc2O1,2
COc1ccc(S(=O)(=O)N(C)C[C@@H]2Oc3ccc(NC(=O)Nc4ccc(F)cc4)cc3CC(=O)N([C@@H](C)CO)C[C@@H]2C)cc1,-11
O=C(C[C@@H]1C[C@H]2c3cc(NC(=O)C4CCC4)ccc3O[C@H]2[C@H](CO)O1)NCc1ccccn1,8
CCCC#Cc1cnc2c(c1)C(=O)N([C@H](C)CO)C[C@@H](C)[C@H](CN(C)C(=O)CCN1CCCCC1)O2,5
C[C@H]1CN([C@@H](C)CO)C(=O)c2cc(C#CC3CC3)cnc2O[C@@H]1CN(C)C(=O)CC1CC1,4
C[C@@H]1CN([C@@H](C)CO)C(=O)c2cc(C#Cc3cccnc3)cnc2O[C@@H]1CN(C)C(=O)CC1CC1,-1
C[C@H](CO)N1C[C@H](C)[C@H](CN(C)S(=O)(=O)c2ccc(F)cc2)Oc2ncc(C#CCN(C)C)cc2C1=O,3

# Some of the entries so far, with the structure last.
NSD2 inh	Molecule
3	Cc1ccc(S(=O)(=O)N(C)C[C@@H]2Oc3ncc(Br)cc3C(=O)N([C@@H](C)CO)C[C@@H]2C)cc1
-8	O=C(C[C@H]1C[C@@H]2c3cc(NC(=O)Nc4ccccc4F)ccc3O[C@@H]2[C@@H](CO)O1)NCc1ccncc1
4	C[C@@H]1CN([C@@H](C)CO)S(=O)(=O)c2ccc(-c3cccc(C(=O)N(C)C)c3)cc2O[C@@H]1CN(C)C(=O)Cc1ccccn1
1	C[C@@H]1CN([C@H](C)CO)C(=O)c2cc(NC(=O)Nc3ccc(F)cc3)ccc2O[C@@H](C)CCCCO[C@H]1CN(C)Cc1ccc(C(=O)O)cc1
12	COc1cccc(NC(=O)N[C@H]2CC[C@H](CC(=O)Nc3ccc(-c4ccccc4)cc3)O[C@@H]2CO)c1
2	C[C@@H]1CCCCO[C@H](CN(C)C(=O)CCC(F)(F)F)[C@H](C)CN([C@@H](C)CO)C(=O)c2cc(NS(=O)(=O)c3cn(C)cn3)ccc2O1
-11	COc1ccc(S(=O)(=O)N(C)C[C@@H]2Oc3ccc(NC(=O)Nc4ccc(F)cc4)cc3CC(=O)N([C@@H](C)CO)C[C@@H]2C)cc1
